Screening data from PubChem BioAssay.
Diaphorase act: compounds boosting diaphorase resazurin reduction – biochemical, uHTS, resorufin fluorescence, counter-screen for diaphorase-coupled primary assays, primary screen. Diaphorase/resazurin coupled assay, 16 min; hits give high values; 1 = vehicle wells, 0 = NADH-free wells. AID 1229, 2008. hit rate 0.005% among 190,000. activation factor at 20 µM;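 active = diaphorase activity raised at least twofold by the compound at 20 µM; inactive = activation factor below 2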
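Material: purified diaphorase enzyme from Clostridium kluyveri; Also added: 0.114 mM NADH and 0.1 mM resazurin, final amounts; Doses: single compound dose of 20 µM, 1% DMSO final; Times: 16 min enzyme reaction, ambient temperature; Detection: resorufin fluorescence, excitation 544 nm, emission 590 nm; Measure: increased resorufin signal from activators or reducing compounds.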
bIAP act: bovine intestinal alkaline phosphatase activators, primary screen, biochemical, bovine IAP, CDP-star luminescence | hit rate 0.17% among 200,000 | activation factor at 20 µM | purified bovine IAP, 30 min; hits give high values; fold of DMSO-control signal, blank-subtracted | alkaline phosphatase, intestinal [Bos taurus] | AID 1016, 2008;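 active = activation factor of 2 or more at 20 µM, a signal rise over negative controls twice the positive control's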
Diaph inh CS: diaphorase inhibitors and chemical oxidizers, primary screen, counter-screen for diaphorase-coupled primary assays, biochemical, uHTS, resorufin fluorescence | hit rate 0.69% among 190,000 | AID 1217, 2008 | diaphorase resazurin-to-resorufin fluorescence, NADH, 16 min; bacterial (C. kluyveri) enzyme, not human | inhibition, % at 20 µM;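 active = primary screen inhibition at 20 µM above a set limit, cut at about 50% in these data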;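 also: plate controls were DMSO with full reaction for no effect and wells lacking NADH for full effect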
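Benchmarks: positive control wells lacking NADH, neutral wells with DMSO only. System: bacterial diaphorase enzyme (C. kluyveri). Input: 0.14 U/mL diaphorase, enzyme working solution. Detection: resorufin fluorescence, excitation 544 nm, emission 590 nm. Times: 16-min room-temperature incubation before reading.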
TNAP inh noacc: human TNAP enzyme inhibitors, primary screen, biochemical, luminescent, no phosphate acceptor, uHTS. purified TNAP, CDP-star luminescence, 30 min. inhibition, % at 20 µM. hit rate 0.26% among 200,000;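 active = tissue-nonspecific alkaline phosphatase inhibition above about 50% at 20 µM in the single-dose screen, limit read from the data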;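 also: 0% = DMSO negative control and 100% = EDTA positive control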
Target sequence (P05186 whole entry, looked up): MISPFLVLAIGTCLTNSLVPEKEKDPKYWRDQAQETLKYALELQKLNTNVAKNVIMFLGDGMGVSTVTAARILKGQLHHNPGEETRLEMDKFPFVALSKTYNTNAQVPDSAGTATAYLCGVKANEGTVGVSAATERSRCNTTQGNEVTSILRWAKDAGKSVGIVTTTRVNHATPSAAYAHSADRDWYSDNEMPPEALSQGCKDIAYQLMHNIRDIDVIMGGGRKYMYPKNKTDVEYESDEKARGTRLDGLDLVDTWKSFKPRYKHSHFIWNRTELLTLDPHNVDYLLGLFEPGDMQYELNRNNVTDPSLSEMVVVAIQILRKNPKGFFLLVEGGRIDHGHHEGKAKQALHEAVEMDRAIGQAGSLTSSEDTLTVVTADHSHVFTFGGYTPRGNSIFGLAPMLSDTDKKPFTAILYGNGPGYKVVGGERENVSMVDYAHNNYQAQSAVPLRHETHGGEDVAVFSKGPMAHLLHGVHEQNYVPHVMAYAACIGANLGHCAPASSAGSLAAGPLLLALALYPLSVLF
PMI act: activators of human PMI, primary screen, biochemical, fluorescence intensity, near-Km mannose 6-phosphate. purified human PMI, coupled resazurin fluorescence, 20 min; hits give high values; 1 = vehicle control, 0 substrate-free wells. AID 1214, 2008. activation factor at 20 µM. Mannose-6-phosphate isomerase (Homo sapiens), P34949. hit rate 0.005% among 190,000;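 active = activation factor of 2 or more at 20 µM, relative to plate controls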
Target sequence (P34949 whole entry, looked up): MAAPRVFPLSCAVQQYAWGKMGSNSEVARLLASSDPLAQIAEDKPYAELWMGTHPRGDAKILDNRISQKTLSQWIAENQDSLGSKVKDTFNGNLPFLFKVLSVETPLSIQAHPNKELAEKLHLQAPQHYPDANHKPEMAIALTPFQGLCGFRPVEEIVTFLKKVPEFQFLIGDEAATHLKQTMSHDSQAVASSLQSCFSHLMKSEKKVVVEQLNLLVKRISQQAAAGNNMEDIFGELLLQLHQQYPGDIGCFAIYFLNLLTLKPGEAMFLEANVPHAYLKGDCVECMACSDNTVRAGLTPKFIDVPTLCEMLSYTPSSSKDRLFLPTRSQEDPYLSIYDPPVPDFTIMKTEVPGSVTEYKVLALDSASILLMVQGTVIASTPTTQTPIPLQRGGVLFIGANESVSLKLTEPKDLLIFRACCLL
PMI act hi M6P: human PMI activators, high substrate, primary screen, biochemical, fluorescence intensity, near-saturating mannose 6-phosphate. Mannose-6-phosphate isomerase (Homo sapiens), P34949. coupled PMI enzyme assay, resazurin fluorescence, 20 min; hits give high values; 1 = untreated enzyme, 0 = substrate-free blank. activation factor at 20 µM. hit rate 0.34% among 190,000;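 active = activation factor of 2 or more at 20 µM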
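Technique: Diaphorase-driven resazurin-to-resorufin fluorescence, excitation 544, emission 590 nm | Assay system: Human PMI in coupled enzyme assay | Times: Enzyme reaction with compound 20 min at room temperature | Medium: HEPES-buffered pH 7.4 with magnesium and detergent | Reagent: Mannose-6-phosphate 1.0 mM (near-saturating) plus 0.22 mM NADP+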
TNAP act hiacc: TNAP activators at high phosphate acceptor level, primary screen, biochemical, luminescence, uHTS. purified TNAP, CDP-star luminescence, 1 M DEA, 30 min; hits give high values; 0 = EDTA background, 1 = DMSO-only activity. activation factor at 20 µM. 200,000 tested, under 10 active. AID 1136, 2008;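 active = activation factor at least 2 at 20 µM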
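Measured by: Luminescent substrate turnover signal | Test system: Human TNAP | Input: TNAP 1/800 final | Dosing: 20 µM single point | Schedule: 30 min, room temperature | Controls: EDTA wells as negative control, DMSO wells as positive control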
TNAP inh hi DEA: human TNAP enzyme inhibitors, primary screen, biochemical, luminescent, high phosphate acceptor level, uHTS; hit rate 0.03% among 200,000; inhibition, % at 20 µM; purified TNAP, CDP-star luminescence, 1 M DEA;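 active = over 50% inhibition of tissue-nonspecific alkaline phosphatase at 20 µM in the single-dose screen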;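 also: plate controls were DMSO wells for no effect and EDTA-quenched wells as full inhibition for full effect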
bIAP inh: bovine intestinal alkaline phosphatase inhibitors, primary screen, selectivity assay for TNAP inhibitor project, biochemical, bovine IAP, CDP-star luminescence. inhibition, % at 20 µM. 190,000 tested, under 10 active. AID 1019, 2008. purified bovine IAP, 30 min. alkaline phosphatase, intestinal [Bos taurus];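 active = over 50% inhibition of intestinal alkaline phosphatase at 20 µM in the single-dose screen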
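test system = bovine IAP enzyme | medium = DEA buffer 100 mM, pH 9.8, with MgCl2 1.0 mM, ZnCl2 0.02 mM | detection = luminescence | dosing = single compound dose of 20 µM, 2% DMSO final | incubation = 30 min reaction at room temperature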
L major viab: Leishmania major promastigote growth inhibition, primary screen | Leishmania major promastigotes, resazurin fluorescence viability | inhibition, % at 10 µM | hit rate 9% among 200,000; in the data active = inhibition above about 50%;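 also: promastigotes grown with compound for 44 hours at 28 °C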
Numbers without * were called inactive.

cpd	SMILES	Diaphorase act	bIAP act	Diaph inh CS	TNAP inh noacc	PMI act
1	Cc1csc(SCC(=O)Nc2nc(-c3ccccc3)cs2)n1	0.8	0.8	19	-7	0.8
2	CCC1(C(=O)c2ccccc2)C(c2cccc([N+](=O)[O-])c2)C1(C(=O)OC)C(=O)OC (centres undefined)	0.8	0.7	25	-7	0.8
3	C/C(=N\OCC(=O)Nn1c(=O)[nH]c2ccccc2c1=O)c1cccs1	0.8	1.1	17	-15	1
4	CC12CCC(C(=O)Nc3nc4ccc(Br)cc4s3)(OC1=O)C2(C)C (centres undefined)	0.9	1.1	6	-6	1
5	COc1ccccc1NC(=O)c1cc(C)oc1C	1	1	4	2	0.9
6	O=C(C1=C[C@H](C2CCCCC2)C[C@H](OCc2ccc(CO)cc2)O1)N1CCN(Cc2ccc3c(c2)OCO3)CC1	0.7	1	34	0	0.8
7	CCOc1ccc(C(=O)Nc2c3c(nn2-c2ccc(C)cc2)CS(=O)C3)cc1OCC (centres undefined)	0.9	1	5	-13	0.9
8	COc1ccc(C(=O)CN(C(=O)c2ccc(Cl)cc2)N2C(=O)C3CCCCC3C2=O)cc1 (centres undefined)	0.8	0.9	20	-19	0.9
9	Cn1nnnc1SCc1ccc(F)cc1	0.9	1	14	-16	0.9
10	CCc1nc2ccccc2c(NC(=O)CN2CC(C)CC(C)C2)c1C (centres undefined)	0.9	1	7	-7	1.1
11	COc1ccc(C(=O)ON=C2CCN(c3ccc([N+](=O)[O-])cc3)CC2)cc1	0.9	0.9	11	5	0.9
12	N#Cc1c(N)nc2c(c1-c1ccccc1)CCCC2	0.9	0.8	8	-10	0.9

cpd	PMI act hi M6P	TNAP act hiacc	TNAP inh hi DEA	bIAP inh	L major viab
1	0.8	1	-4	22	-3
2	0.9	1	-4	29	3
3	0.9	1	-4	-13	-10
4	1	1	2	-5	24
5	0.9	1	2	3	2
6	0.8	1	-1	-4	68*
7	1	1.1	-7	0	4
8	0.9	1.1	-8	12	-6
9	1	1.1	-6	3	-2
10	1.1	1	-3	4	18
11	0.9	0.9	8	11	4
12	1	1	-4	15	-9

Gathered by group, the compounds so far containing sulfur (5)
cpd	SMILES	Diaphorase act	bIAP act	Diaph inh CS	TNAP inh noacc	PMI act
1	Cc1csc(SCC(=O)Nc2nc(-c3ccccc3)cs2)n1	0.8	0.8	19	-7	0.8
3	C/C(=N\OCC(=O)Nn1c(=O)[nH]c2ccccc2c1=O)c1cccs1	0.8	1.1	17	-15	1
4	CC12CCC(C(=O)Nc3nc4ccc(Br)cc4s3)(OC1=O)C2(C)C (centres undefined)	0.9	1.1	6	-6	1
7	CCOc1ccc(C(=O)Nc2c3c(nn2-c2ccc(C)cc2)CS(=O)C3)cc1OCC (centres undefined)	0.9	1	5	-13	0.9
9	Cn1nnnc1SCc1ccc(F)cc1	0.9	1	14	-16	0.9

cpd	PMI act hi M6P	TNAP act hiacc	TNAP inh hi DEA	bIAP inh	L major viab
1	0.8	1	-4	22	-3
3	0.9	1	-4	-13	-10
4	1	1	2	-5	24
7	1	1.1	-7	0	4
9	1	1.1	-6	3	-2

More compounds:
cpd	SMILES	Diaphorase act	bIAP act	Diaph inh CS	TNAP inh noacc	PMI act
13	Cc1nnc(C)n1N	1	1.1	-2	-12	1.1
14	CCCOc1ccc(C2=NNC(=O)CC2)cc1	0.8	1.4	17	-4	0.9
15	Oc1ccccc1-c1cc(-c2ccc3c(c2)OCCO3)n[nH]1	0.8	1.5	22	-14	0.9
16	COc1ccc(C(c2nnnn2CC2CCCO2)N2CCC(C(N)=O)CC2)cc1 (centres undefined)	1	0.9	2	-10	1
17	Cc1ccc(SCCC(=O)OCC(=O)NCC2CCCCC2)cc1	0.8	0.9	17	-15	0.9
18	O=C(O)c1nn(-c2ccccc2)ccc1=O	0.9	0.9	10	-14	1
19	Cc1ccc(OCCN2C(=O)c3ccccc3C2=O)c(C)c1	0.9	0.9	7	-7	0.9
20	CC1CCN(C(=O)C2c3ccccc3C(=O)N3CCc4ccccc4C23)CC1 (centres undefined)	0.8	1.1	22	-7	0.9
21	O=C(NC(=S)NCc1cccnc1)c1ccccc1[N+](=O)[O-]	0.9	0.9	9	-16	1.1
22	CC(NO)C(C)(C)NO (centres undefined)	0.9	0.9	9	-8	1.3
23	Nc1nc(SCC(=O)NC2CCCc3ccccc32)n[nH]1 (centres undefined)	0.9	1.1	14	-19	1
24	O=C(NC(=S)NCC1CCCO1)c1ccco1 (centres undefined)	0.9	1.1	8	0	1.1

cpd	PMI act hi M6P	TNAP act hiacc	TNAP inh hi DEA	bIAP inh	L major viab
13	1	1	-4	-11	-8
14	0.9	1	2	-39	-5
15	0.9	1	-3	-52	27
16	1	1	0	9	5
17	0.9	1	-4	7	1
18	1	1.1	-8	5	-7
19	1	1	0	10	-3
20	0.9	1	-1	-12	4
21	1	1	-4	6	-2
22	1.4	1.1	-8	15	-6
23	1	1.1	-7	-12	-1
24	1.1	1	-4	-8	1

Additional records
cpd	SMILES	Diaphorase act	bIAP act	Diaph inh CS	TNAP inh noacc	PMI act
25	CC(CCc1ccco1)NC(=O)c1cc2c(-c3ccccc3F)nn(C)c2s1 (centres undefined)	0.8	1	19	21	1
26	CCOC(=O)c1sc(NC(=O)CSc2n[nH]c(-c3ccc(Cl)cc3Cl)n2)c(C#N)c1C	0.7	0.9	26	96*	0.7
27	Cn1c(=O)c2c(nc(Br)n2C)n(C)c1=O	0.9	0.9	12	-9	0.9
28	CCN(CC)S(=O)(=O)c1ccc(S(=O)(=O)N2CCN(CCC#N)CC2)cc1	0.9	1	13	-12	0.8
29	COc1ccc(/C=N/N=C2\SC(CC(=O)O)C(=O)N2c2ccccc2)c(OC)c1 (centres undefined)	1	1.1	5	-6	1
30	Cc1ccc(CN(Cc2ccccc2)C(=S)Nc2ccccc2C)o1	0.8	1	18	-10	0.9
31	COc1ccccc1-c1nc(-c2ccc(Br)cc2)no1	0.7	1	27	-11	0.9
32	CCOC(=O)N1CCN(C(=O)CN(c2ccc(Cl)c(C(F)(F)F)c2)S(C)(=O)=O)CC1	1	1	2	1	1.1
33	O=C(Cn1nnc(-c2ccc(Cl)cc2)n1)NCc1ccco1	0.9	1.1	10	-6	1
34	CCOC(=O)Cn1nnc(-c2ccccc2)n1	0.8	0.9	19	-12	1
35	CCOC(=O)c1cccc(NC(=O)Nc2cc(OC)ccc2OC)c1	0.9	0.9	8	-1	1
36	COc1ccccc1-c1cc(C(=O)Nc2c(C)n(C)n(-c3ccccc3)c2=O)no1	0.9	1	6	0	1.1

cpd	PMI act hi M6P	TNAP act hiacc	TNAP inh hi DEA	bIAP inh	L major viab
25	0.9	1	0	-2	29
26	0.7	0.6	37	13	-13
27	1	1	0	13	6
28	0.9	1	-3	-4	-13
29	1	1	0	-6	-6
30	0.9	1.1	-5	1	-2
31	1	1.1	-6	5	-6
32	1	1.1	-9	3	-3
33	1	1	-1	-6	-7
34	1	1	-4	7	-6
35	1	1	-2	11	21
36	1	1	-2	3	5

Exported with bars between the fields: part of the list above
no. | mol | Diaphorase act | bIAP act | Diaph inh CS | TNAP inh noacc | PMI act | PMI act hi M6P | TNAP act hiacc | TNAP inh hi DEA | bIAP inh | L major viab
26 | CCOC(=O)c1sc(NC(=O)CSc2n[nH]c(-c3ccc(Cl)cc3Cl)n2)c(C#N)c1C | 0.7 | 0.9 | 26 | 96* | 0.7 | 0.7 | 0.6 | 37 | 13 | -13
27 | Cn1c(=O)c2c(nc(Br)n2C)n(C)c1=O | 0.9 | 0.9 | 12 | -9 | 0.9 | 1 | 1 | 0 | 13 | 6

Next structures follow.
cpd	SMILES	Diaphorase act	bIAP act	Diaph inh CS	TNAP inh noacc	PMI act
37	CC(C)(CC(=O)N1CCN(c2ccc(Cl)cc2)CC1)CC1=NS(=O)(=O)c2ccccc2N1	0.8	1	22	-12	0.9
38	COc1ccc(/C=N/NC(=O)c2ccc(O)cc2)cc1CN1CCCc2ccccc21	0.8	1	16	0	0.8
39	CCn1nc(C)c(NC(=O)/C=C/c2cnn(C)c2C)c1C	1	1	3	2	1
40	Cc1ccc(CN(Cc2ccc(C)o2)C(=S)NCC(=O)O)cc1	0.8	0.7	20	-12	0.8
41	O=C(N/N=C/c1cccc(Oc2ccccc2)c1)c1ccccc1Br	0.7	0.8	27	-4	0.8
42	Cn1nnnc1SCC(=O)N1CCN(c2ccc(Cl)cc2)CC1	1	0.9	-5	-10	1
43	COCCSc1ccccc1C(=O)N1CCC(Cc2ccccc2)CC1	1.2	1.1	-18	-7	1
44	Cc1cccn2c(=O)c3cc(C(=O)NCc4cccnc4)c(=N)n(C(C)C)c3nc12	1	0.9	4	-8	0.8
45	Cc1nc2sccn2c1-c1nc(-c2cc3ccccc3o2)cs1	0.9	1.1	7	21	1.2
46	Cc1ccc(S(=O)(=O)C(C#N)c2nc3ccccc3nc2N2CCCC2)cc1C (centres undefined)	0.5	0.9	50	-9	1.2
47	Cc1nnc(Nc2ccc(C(=O)O)cc2)[nH]c1=O	0.9	1.1	12	-5	1.1
48	O=C(NCCCN1CCOCC1)c1ccc(CS(=O)(=O)c2ccc(Br)cc2)o1	1	1	-3	-3	1.2
49	CCOc1ccc(-c2csc(NC(=O)CSCC(=O)O)n2)c2ccccc12	0.5	1	50	-17	0.8
50	CCc1nnc(NS(=O)(=O)c2ccc(NC(=O)c3cc4ccccc4oc3=O)cc2)s1	0.9	1	7	-4	1
51	CC(C)(c1ccccc1)c1ccc(OCCn2cnc3ccccc3c2=O)cc1	0.9	0.9	13	-14	0.9

cpd	PMI act hi M6P	TNAP act hiacc	TNAP inh hi DEA	bIAP inh	L major viab
37	1	1	-4	2	7
38	0.9	1	4	2	10
39	1	1	-4	-4	-4
40	0.9	1	-4	29	-9
41	0.9	1	0	18	95*
42	1.1	1	-2	6	24
43	1	1.1	-9	-12	1
44	0.8	1	-1	6	22
45	1.1	1	-4	-5	-2
46	1.1	1.1	-5	15	-2
47	1	1	-4	-11	-2
48	1.1	1.1	-8	0	-2
49	0.6	1	0	1	-11
50	1.1	1	-2	-4	-7
51	0.9	1	-1	12	-1
